UGM FP inh – M. tuberculosis UGM enzyme inhibitors, primary screen, biochemical, fluorescence polarization, single point | 320,000 tested, 0.06% active | purified UGM, fluorescence polarization probe displacement | inhibition, % at 10 µM | AID 504406, 2011; in the data active = inhibition above about 10%, passing the limit was not always enough; inconclusive = no clear call, values can overlap the other calls
Mtb BioA inh – M. tuberculosis BioA enzyme inhibitors, primary screen, biochemical, plate reader, single point, HTS; purified M. tuberculosis BioA enzyme; inhibition, % at 9.99 µM; 360,000 tested, 0.096% active; 7,8-diaminopelargonic acid synthase BioA (Mycobacterium tuberculosis); in the data active = inhibition above about 40%; inconclusive = no clear call, values can overlap the other calls
GDH-TPI inh – GDH-TPI coupling enzyme inhibitors, primary screen, artefact control for M. tuberculosis FBA inhibitor project, biochemical, absorbance, full deck. inhibition, % at 4.8 µM. GDH-TPI coupled enzyme counterscreen, NADH absorbance. AID 588335, 2011. 360,000 tested, 1.2% active; in the data active = inhibition above about 30%;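 also: 0% = DMSO wells and 100% = wells lacking the enzyme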
Y pestis TopoI – Yersinia pestis topoisomerase I inhibitors, primary screen, biochemical, cleavage product accumulation, plate reader, single point; DNA topoisomerase I (Yersinia pestis CO92); Y. pestis Topo-I cleavage product accumulation; activity, % at 10 µM; 360,000 tested, 0.064% active; AID 504884, 2011; in the data active = activity above about 50%, passing the limit was not always enough; inconclusive = no clear call, values can overlap the other calls; also: inactives centre near 2
FadD28 FP inh – inhibitors of FadD28 bisubstrate probe binding, primary screen, biochemical, fluorescence polarization, single point; AID 588549, 2011; inhibition, % at 12.5 µM; 360,000 tested, 0.22% active; Mycobacterium tuberculosis FadD28 fatty-acid-AMP ligase; in the data active = inhibition above about 8.5%, passing the limit was not always enough; inconclusive = no clear call, values can overlap the other calls
TcdB GH inh – TcdB glycohydrolase inhibitors, primary screen, biochemical, single point, plate reader; TcdB glycohydrolase enzymatic assay; inhibition, % at 9.99 µM; 350,000 tested, 0.24% active; AID 652162, 2013; in the data active = inhibition above about 10%
FBA Mtb inh – Mtb FBA enzyme inhibitors, primary screen, biochemical, fluorescence, strain H37Rv | 360,000 tested, 2.3% active | purified M. tuberculosis FBA, fluorescence read-out | AID 588726, 2011 | inhibition, % at 1 µM | Fructose-bisphosphate aldolase (Mycobacterium tuberculosis (strain ATCC 25618 / H37Rv)), …; in the data active = inhibition above about 27%;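 also: 0% = vehicle and 100% = reference inhibitor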
BH1578 lux ind – inducers of Vibrio cholerae quorum light production without autoinducers, primary screen, BH1578 luxS cqsA deficient, single point | activation, % at 18.7 µM | 350,000 tested, 0.16% active | V. cholerae BH1578 lux reporter, luminescence, 6 h | AID 588436, 2011; in the data active = activation mostly above about 9.7%, no sharp cut-off; inconclusive = no clear call, values can overlap the other calls; inactive = mostly below about 3.7%; also: not every result past the cut was called active; inactives centre near 0; reference of the scale not given here
PfHsp40 rescue – rescue of yeast from PfHsp40 toxicity, primary screen, S. cerevisiae, ATP luminescence | S. cerevisiae expressing PfHsp40, growth rescue | growth rescue, % at 12.5 µM | 340,000 tested, 0.68% active | AID 504582, 2011; in the data active = growth rescue above about 28%, passing the limit was not always enough; inconclusive = no clear call, values can overlap the other calls;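 also: yeast W303a lacking pdr1 and pdr3 grown in galactose medium; growth measured after three days at 30 °C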
Active calls of the source: *; i = inactive; ? = inconclusive; . = no result given; & = joins results of further samples.

SMILES	UGM FP inh	Mtb BioA inh	GDH-TPI inh	Y pestis TopoI	FadD28 FP inh	TcdB GH inh	FBA Mtb inh	BH1578 lux ind	PfHsp40 rescue
O=C(NC1CCCc2ccccc21)c1cccc(S(=O)(=O)N2CCOCC2)c1 (configuration not stated)	-4.7	.	-7	6	0.5	0.8	0	.	-0.1
CCN(CC)S(=O)(=O)c1cccc(NC(=O)CNc2cccc(S(=O)(=O)N3CCCC3)c2)c1	0.8	0.0	3	20	-0.3	-0.3	-1	-0.6	1.2
COc1ccccc1OC(C)C(=O)Nc1ccc(S(=O)(=O)N2CCN(C)CC2)cc1 (configuration not stated)	-1.7	0.0	0	-10	.	2.0	-5	-0.2	-1.7
COc1cc(/C=N/OCC(=O)Nc2cc(C)cc(C)c2)ccc1OCc1ccc(Cl)cc1	0.4	.	6	5	-2.4	1.5	3	-2.2	-2.4
O=c1cc(CO)oc(CN2CCC(Cc3ccccc3)CC2)c1O	-1.3	0.4	3	-1	1.1	.	-2	i	-0.2
COc1ccc(C(=O)NC(C)CCc2ccccc2)cc1[N+](=O)[O-] (configuration not stated)	1.0	1.4	0	5	-5.4	0.9	-3	i	-0.4
CCNC(=O)C1(C)CCCN(C(=O)c2ccc(OC)c(F)c2)C1 (configuration not stated)	.	-1.0	0	0	-1.6	-0.1	-2	0.2	.
COc1ccc(C(=O)NCc2cccnc2)cc1C(=O)NCc1cccnc1	-0.8	2.8	-1	-4	0.9	1.6	0	i	?
O=S(=O)(Nc1cccc(-c2cn3cccnc3n2)c1)c1ccc(Cl)cc1	6.2	1.0	20	-4	-1.7	1.3	56*	-0.2	-1.7
C[C@@H]1CN([C@H](C)CO)C(=O)c2cc(NC(=O)C3CCCCC3)ccc2O[C@@H]1CN(C)Cc1ccc(C(F)(F)F)cc1	-3.7	3.8&-0.7	-7	10	-4.8	1.0&1.2	-4	i	-1.2
c1ccc2sc(NC3=NCN(C4CCCCCC4)CN3)nc2c1	1.4	0.6	2	5	-1.0	1.5	6	0.6	-0.7
O=C(CSc1ccc2ccccc2n1)c1ccccc1	0.7	-0.6	17	1	-2.7	-1.2	-1	-0.5	1.9
COc1cccc2sc(NC(=O)c3ccc(S(=O)(=O)N4CCOCC4)cc3)nc12	1.6	0.7	24	-1	-2.0	1.4	2	0.1	-0.7
O=[N+]([O-])c1cccc(NNS(=O)(=O)c2ccccc2F)c1	-2.4	0.7	6	-11	-2.0	-3.5	-1	-5.6	11
CN1CCN(c2ccc(Cl)cc2NS(=O)(=O)c2ccccc2Cl)CC1	2.5	.	-3	-8	-5.0	.	-3	i	-0.6
O=C(O)[C@H](Cc1ccccc1)N1C(=O)c2ccncc2C1=O	2.7	0.9	1	6	-4.4	.	1	i	2.1
CCCN(CCC)C1CC(=O)N(Cc2ccccc2)C1=O (configuration not stated)	1.5	1.0	-5	-6	-4.2	.	6	-5.0	11
CCOC(=O)C(NC(=O)CCl)(Nc1ccc(C(O)(C(=O)OCC)C(F)(F)F)cc1)C(F)(F)F (configuration not stated)	1.8	1.7	-2	2	-1.4	1.3	6	-0.2	-1.9
COc1ccc(-c2cnc3c(NC(C)=O)cc(-c4cccc(C(=O)NCCO)c4)cn23)cc1OC	.	8.1	13	0	0.4	-11	-1	i	.
Cc1cc(C(=O)O)sc1C	2.0	-1.0	1	0	-0.1	.	5	i	-1.3
COc1cc(C(=O)OCC(=O)NCCCc2ccccc2)ccc1OCC(C)C	0.3	-0.2	0	37	-3.2	0.4	2	i	15
Cc1noc(C)c1COC(=O)C1CCN(S(=O)(=O)c2c(Cl)cccc2Cl)CC1	-0.3	0.1	6	28	-5.1	2.7	0	i	-0.6
Cc1ccc(-c2nn(Cc3ccccc3)cc2C=O)cc1C	-0.6	0.3	4	24	-5.6	0.9	-3	-0.2	10
O=C(CC1(CC(=O)N2CCOCC2)CCCC1)Nc1ccccc1	0.9	0.1	-12	-2	-0.3	-1.8	4	0.5	-1.4
CN(C)S(=O)(=O)Oc1cc(Cl)ccc1C(=O)Nc1ccc(F)cc1F	0.1	.	2	1	-0.9	0.4	-1	-0.2	-1.1
The results go on:
SMILES	UGM FP inh	Mtb BioA inh	GDH-TPI inh	Y pestis TopoI	FadD28 FP inh	TcdB GH inh	FBA Mtb inh	BH1578 lux ind	PfHsp40 rescue
c1ccc2c(c1)c1c3n2CCNC3CCC1 (configuration not stated)	1.2	-1.8	-4	-6	0.3	.	5	i	0.6
S=C(NCc1ccccc1)Nc1ccc2cn[nH]c2c1	-0.2	-3.2	-6	0	-3.6	1.3	2	0.5	-0.7
CC(C)=N/N=C1/NC(=O)C(Cc2ccccc2)S1 (configuration not stated)	-1.9	-0.9	2	2	-2.4	-2.0	-1	-0.6	-1.1
COc1ccccc1-n1c(SCC(=O)NC2CCCCC2)nc2c(c1=O)SCC2	0.7	21	14	10	-1.4	0.8	-1	-0.2	2.8
CC(C)OC(=O)CSc1nnc2c(n1)[nH]c1ccc(F)cc12	3.9	.	0	0	2.0	0.7	-2	-0.3	0.4
CCc1nnc(NC(=O)CCC(=O)N2CCN(c3ccccn3)CC2)s1	-0.5	.	2	-2	-2.8	.	10	-0.3	3.4
COc1cccc(-c2cc3nc(-c4ccccc4)cc(N4CCCC(O)C4)n3n2)c1 (configuration not stated)	0.1	.	9	12	-6.5	.	102*	-5.6	72*
c1ccc(CCNc2ncnc3nc[nH]c23)cc1	1.4	5.4	1	-6	-3.6	.	3	-3.6	1.5
Clc1ccccc1Cn1c(/C=C/c2ccco2)nc2ccccc21	1.0	.	21	45	-4.9	.	20	i	-1.0
CC(C)C[C@H](NC(=O)N1CCN(c2ccccc2)CC1)C(=O)O	-1.5	-0.4	-1	-11	-1.9	-0.4	0	0.2	-0.3
O=C(c1cc2ccccc2[nH]1)N1O[C@@H]2C=C[C@H]1C2	.	-0.1	9	6	0.1	1.5	1	-0.4	-1.1
CC(=O)C1=C(C)NC(=O)NC1c1cccc([N+](=O)[O-])c1O (configuration not stated)	0.0	.	-1	-10	-1.8	0.5	-4	0.5	-0.1
CC[C@]12c3[nH]c4ccc(Cl)cc4c3CCN1C(=O)[C@@H](CC(=O)NCc1ccc(OC)c(OC)c1)C[C@@H]2C(=O)N1CCN(C(=O)C2CC2)CC1	.	-1.2	-9	11	-2.9	0.3	3	-1.9	-0.4
O=C(Cn1c(=O)sc2ccccc21)Nc1ccc(S(=O)(=O)N2CCCCC2)cc1	1.6	.	-12	4	-3.8	.	-5	-0.2	2.6
CCOCCCNc1nc(-c2ccccc2)nc2ccccc12	-0.9	0.4	11	16	-1.4	1.4	1	-0.8	-2.6
O=C(OCc1ccccc1)C1=NNC2C(=O)N(Cc3ccccc3)C(=O)C12 (configuration not stated)	-2.0	.	-10	16	-0.6	1.4	-1	1.6	0.2
CC(=O)c1cc(-c2ccccc2)n(CCC(=O)NC2CCCCCC2)c1C	-0.6	.	-1	7	-2.8	.	2	-0.3	-0.5
N#Cc1c(-c2ccc(F)cc2)nc(-c2ccccc2)[nH]c1=O	-2.2	-5.7	5	2	-2.8	0.5	-3	i	2.2
O=C(CN1CSCC1=O)N1CCN(S(=O)(=O)c2cc(C(F)(F)F)ccc2Cl)CC1	.	.	3	13	-0.6	2.2	2	i	-0.9
O=C(Nc1ccc(N2CCOCC2)cc1N1CCOCC1)c1ccc(F)cc1	0.3	-1.2	-5	1	0.7	0.0	1	-0.8	-0.6
Cc1[nH]c2ccccc2c1C(=O)CSc1nc2ccccc2[nH]1	0.4	-3.3	22	-4	-19	0.7	-1	i	0.0
Cn1cccc1/C=C1\CCC/C(=C\c2cccn2C)C1=O	-4.0	.	14	2	-1.1	.	-11	-1.7	4.3
Cc1ccc(C(=O)ONc2ccc(N=NC(=O)c3ccccc3O)cc2)cc1	5.3	0.3	-4	5	-2.3	.	0	i	-0.6
COc1ccc(C2(C)NC(=O)N(CC(=O)c3ccc4c(c3)OCO4)C2=O)cc1 (configuration not stated)	-0.4	0.5	4	6	-1.7	1.0	2	i	-0.6
CCN(C[C@H]1N[C@@](C)(C(=O)OC)[C@H]2C(=O)N(Cc3ccccc3)C(=O)[C@@H]12)C(=O)Nc1ccc(OC)cc1	-1.9	-2.0	5	4	-8.6	-0.2	-2	i	-0.8

Only BH1578 lux ind, FBA Mtb inh and FadD28 FP inh, for some of the entries so far:
Structure	BH1578 lux ind	FBA Mtb inh	FadD28 FP inh
O=C(Nc1ccc(N2CCOCC2)cc1N1CCOCC1)c1ccc(F)cc1	-0.8	1	0.7
N#Cc1c(-c2ccc(F)cc2)nc(-c2ccccc2)[nH]c1=O	i	-3	-2.8
c1ccc2c(c1)c1c3n2CCNC3CCC1 (configuration not stated)	i	5	0.3
O=C(CN1CSCC1=O)N1CCN(S(=O)(=O)c2cc(C(F)(F)F)ccc2Cl)CC1	i	2	-0.6
CCc1nnc(NC(=O)CCC(=O)N2CCN(c3ccccn3)CC2)s1	-0.3	10	-2.8

Next part:
SMILES	UGM FP inh	Mtb BioA inh	GDH-TPI inh	Y pestis TopoI	FadD28 FP inh	TcdB GH inh	FBA Mtb inh	BH1578 lux ind	PfHsp40 rescue
CC(Sc1ncccn1)C(=O)NC1(C#N)CCCCC1 (configuration not stated)	0.4	0.4	-3	3	-1.0	0.6	0	i	-1.0
Cc1c(NC(=O)COC(=O)c2cccc(F)c2)c(=O)n(-c2ccccc2)n1C	.	-0.3	-1	5	0.8	0.7	1	-0.5	.
COc1cc(NC(=O)Cn2c(=O)n(CC3CCCO3)c(=O)c3ccccc32)cc(OC)c1 (configuration not stated)	-1.3	.	5	6	-1.2	0.2	-1	i	0.3
CC1=CC(C)(C)Nc2ccc(OC(=O)C(Cc3ccccc3)N3C(=O)C4CCCCC4C3=O)cc21 (configuration not stated)	0.1	0.0	5	-6	-3.9	.	0	-0.6	-1.4
COc1ccc(NC(=O)CN(C)C(=O)c2ccc3c(c2)S(=O)(=O)N=C2CCCCCN23)cc1	2.0	-2.1	-8	2	-2.8	0.9	0	-0.2	?
CCOc1ccc(NC(=O)c2cc3n(n2)C(C(F)(F)F)CC(c2ccco2)N3)cc1 (configuration not stated)	-2.6	0.5	6	19	-0.6	.	1	-0.5	-0.3
CC1(C(=O)N2CCC(CC3CC(c4ccc(Cl)cc4)=NO3)(C(=O)NCC3CCCCC3)CC2)CC1 (configuration not stated)	-0.5	-0.9	-1	12	-2.5	2.8	-2	1.5	0.9
COc1cccc(C2C(C(N)=O)=C(C)Nc3nc(-c4cccc(Cl)c4)nn32)c1 (configuration not stated)	-1.6	2.7	4	4	-2.8	.	1	-0.2	-1.4
Cc1c(Cc2ccccc2)c(=O)oc2cc(OCC(=O)N3CCC(C(N)=O)CC3)ccc12	0.5	-1.1	16	15	-2.5	-0.4	124*	-0.6	-0.7
Cc1c(OCC(=O)NCCCN2CCOCC2)ccc2c(-c3ccccc3)cc(=O)oc12	-0.8	8.4	21	13	-0.3	0.4	-2	i	1.3
CC1COC(c2cccn2Cc2ccccc2Cl)=N1 (configuration not stated)	0.7	-0.5	1	8	0.8	.	3	6.2	-0.8
Cc1nc(CS(=O)(=O)c2ccccc2)cc(Sc2ccc(Cl)cc2)n1	3.8	3.7	-6	9	-0.8	.	3	i	1.4
CCN1C(=O)N[C@@H](c2ccc(Br)cc2)C(C(=O)OC)=C1C	-2.2	2.8	3	-8	0.8	0.9	0	-0.4	0.0
